# Source: PubChem
# LANA DNA inh – inhibitors of KSHV LANA C-terminal domain DNA binding. MBP-C-LANA/FAM-LBS DNA binding, fluorescence polarization. inhibition, % at 9 µM. hit rate 0.078% among 340,000. AID 504423;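 active means highest replicate inhibition at or above 60% at 9 µM, even if other replicates fall short; inactive means all replicates below 60% inhibition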;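 further: 0% = neutral control wells and 100% = 4 µM acridine orange control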
# DAGLB inh – diacylglycerol lipase beta (human) inhibition. Q8NCG7. HEK293T DAGLB membrane lysate, EnzChek fluorogenic substrate. hit rate 0.059% among 340,000. inhibition, % at 5.17 µM; in the data active means inhibition above about 34%;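 further: 0% = enzyme with vehicle and 100% = wells lacking enzyme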
# CAL PDZ FP-1 – inhibitors of human CAL PDZ peptide binding | Q9HD26 | purified CAL PDZ, TMR-peptide fluorescence polarization, 1 h | inhibition, % at 20 µM | hit rate 0.02% among 330,000 | AID 504414;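 active means highest replicate inhibition of at least 40%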;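 further: plate controls were DMSO neutral control wells for no effect and unlabeled competitor peptide control wells for full effect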
#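 Test system: tagged CAL PDZ domain / Buffer or medium: sodium phosphate/NaCl buffer pH 7.4 with TCEP, IgG, Thesit / Reagent: TMR-labelled reporter peptide T*-PRC34 bound in PDZ groove / Compound dosing: single point, 20 µM / Schedule: 1 h incubation at room temperature before polarization reading / Technique: fluorescence polarization (mP) / Benchmarks: unlabelled peptide, DMSO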
# Pemphigus Ab inh – inhibitors of pemphigus antibody binding to human desmoglein-3. DSG3-coupled beads, scFv-anti-DSG3-GFP binding, flow cytometry; stronger effect = lower value. binding (percent of control), % at 10 µM. hit rate 0.48% among 310,000. AID 588358;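 active means binding more than 3 SD below its plate's average and above zero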; further: some compounds called inactive have numbers as strong as hits
# CAL PDZ FP-2 – blocks peptide binding to the human CAL PDZ domain. inhibition, % at 24.9 µM. purified CAL PDZ, TMR-peptide fluorescence polarization, 1 h. AID 602252. hit rate 0.92% among 300,000;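 active means mean inhibition of at least 30% with at least half of replicates also reaching 30%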;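 further: 0% = DMSO neutral control and 100% = excess unlabeled competitor peptide PRC23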
# Keap1-Nrf2 PPI – inhibitors of human Keap1-Nrf2 protein-protein interaction; Keap1 Kelch-Nrf2 peptide fluorescence polarization, 1536-well; inhibition, % at 9.4 µM; hit rate 0.15% among 340,000; in the data active means inhibition above about 12%;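 further: human Keap1 Kelch domain with fluorescein labeled Nrf2 9mer peptide probe; 0% = neutral control wells and 100% = peptide positive control; higher means more block of Keap1 binding to Nrf2 peptide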
# Target sequence (Q14145 whole entry, looked up, the tested form may be a part): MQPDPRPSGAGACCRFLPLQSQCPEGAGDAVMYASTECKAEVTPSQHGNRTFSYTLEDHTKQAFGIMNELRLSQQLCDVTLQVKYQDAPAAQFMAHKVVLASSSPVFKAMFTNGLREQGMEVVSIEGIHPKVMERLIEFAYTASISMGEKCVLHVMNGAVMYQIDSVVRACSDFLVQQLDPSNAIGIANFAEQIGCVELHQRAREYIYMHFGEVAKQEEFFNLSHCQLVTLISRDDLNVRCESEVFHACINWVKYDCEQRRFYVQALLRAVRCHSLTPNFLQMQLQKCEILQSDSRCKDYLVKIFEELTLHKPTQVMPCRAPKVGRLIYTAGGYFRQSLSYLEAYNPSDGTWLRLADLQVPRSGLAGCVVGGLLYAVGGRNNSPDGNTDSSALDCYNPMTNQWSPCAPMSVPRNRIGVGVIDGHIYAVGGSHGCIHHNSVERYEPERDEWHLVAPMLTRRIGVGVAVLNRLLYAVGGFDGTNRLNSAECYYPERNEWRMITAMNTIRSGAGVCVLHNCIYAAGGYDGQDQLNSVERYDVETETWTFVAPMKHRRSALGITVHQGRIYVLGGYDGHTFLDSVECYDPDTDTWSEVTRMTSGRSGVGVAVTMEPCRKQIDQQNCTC
# Arr AP2 block – human beta-arrestin and AP2 interaction inhibition; FITC-arrestin peptide / GST-AP2 beads, flow cytometry; AP2 beta2 appendage carries R879A mutation; inhibition, % at 10 µM; hit rate 0.31% among 340,000;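 active means inhibition above a set limit, near 3 SD of compounds lacking own fluorescence, cut at about 54% in these data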;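 further: plate controls were DMSO wells for no effect and 5 µM unlabelled arrestin peptide for full effect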
#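 System: GST-AP2 R879A glutathione beads. Medium: PBS with 0.05% Tween 20 and 0.1% BSA. Also added: FITC-arrestin peptide, 50 nM. Incubation: 12 min plus 1 h, RT. Measured by: high-throughput flow cytometry of beads, ex 488, em 535 nm. Evaluation: percent drop in bead-associated FITC signal.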
# V-ATPase pH – alters yeast V-ATPase proton transport | S. cerevisiae, pHLuorin cytosolic pH fluorescence | response, % at 10 µM | hit rate 0.37% among 350,000 | AID 504577; in the data active means response mostly above about 7.3%, no sharp cut-off; inactive means mostly below about 5.4%; further: actives read high; inactives centre near 0; some compounds called inactive have numbers as strong as hits
# RTF Ca sens inh – cardiac RTF calcium desensitization | P19429+P45379 | IANBD-labeled cardiac RTF, Ca2+ fluorescence | inhibition, % at 7.15 µM | hit rate 0.12% among 340,000;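 active means inhibition above the mean inhibition of all tested compounds plus 3 SD, cut at about 17% in these data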;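 further: assay run at fixed EC70 calcium of 1.6 mM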
# NSD2 HMT inh – inhibitors of human histone methyltransferase NSD2. NSD2 peptide methylation, AlphaScreen, 120 min. hit rate 0.54% among 310,000. inhibition, % at 12.5 µM. O96028; in the data active means inhibition above about 50%
# Numbers without * were called inactive; x = no result given.
no.	SMILES	LANA DNA inh	DAGLB inh	CAL PDZ FP-1	Pemphigus Ab inh	CAL PDZ FP-2	Keap1-Nrf2 PPI	Arr AP2 block	V-ATPase pH	RTF Ca sens inh	NSD2 HMT inh
1	Cc1ccccc1NC(=O)Cn1nc(C)n2cccc2c1=O	0.6	3	-1.9	104	-7	-7	-16	2	-1	-1
2	COc1ccc(C2(C(=O)NCCc3ccccc3)CCCC2)cc1	-1.0	-6	-0.2	112	x	3	41	3	-6	-4
3	CCN(CC)S(=O)(=O)c1ccc(NC(=O)COC(=O)c2ccc(NC(=O)CC#N)cc2)cc1	0.8	-1	-2.6	100	-4	-8	19	2	-3	-3
4	C/C(=N\S(=O)(=O)c1ccc(C)cc1)N1CCN(S(=O)(=O)c2ccccc2)C1C(C)C (configuration not stated)	-0.3	0	-2.4	106	x	-4	-6	0	-11	2
5	Cc1cc(C)n2nc(SCC(N)=O)nc2n1	1.1	1	-2.0	80	-2	3	12	2	-2	0
6	CC[C@]12c3[nH]c4ccc(OC)cc4c3CCN1C(=O)C(CC(=O)NC/C=C(\C)CCC=C(C)C)C[C@@H]2C(=O)N1CCN(C(=O)C2CC2)CC1 (some centres not stated)	-0.6	1	0.8	100	0	-1	15	1	-8	x
7	CCOC(=O)c1ccccc1OC(=O)NNc1ccccc1	0.9	2	0.8	88	x	1	8	-2	-2	x
8	CCn1c(C)nc2cc(C(=O)NNS(=O)(=O)c3ccccc3F)ccc21	1.1	-2	-0.4	105	-2	3	3	-3	-8	-6
9	COc1ccc(OC)c(C(=O)COC(=O)c2ccc([N+](=O)[O-])o2)c1	0.0	-4	-0.6	x	-2	0	2	0	-3	-2
10	CCCOc1ccc(CNC(=S)Nc2ccccc2)cc1Cl	1.5	-2	2.6	93	-3	-2	-1	-1	-9	44
11	O=C(O)c1cccc(N/N=C/c2ccc(F)c(F)c2)c1	0.4	6	-0.1	103	0	-2	-27	-1	-4	-3
12	O=C(CSc1nnc2ccc(-c3ccc(Br)cc3)nn12)NCC1CCCO1 (configuration not stated)	-0.9	1	-3.3	97	x	-4	5	-5	3	2
13	COc1cccc(Cn2c(=S)[nH]c3ccc(N4CCOCC4)cc3c2=O)c1	0.9	1	0.0	104	x	-6	-7	3	0	1
14	CCCCNC(=S)NNC(=O)c1c(Cl)c(C)nn1C	-0.3	1	-1.6	x	-2	-5	-4	-2	-5	2
15	CCOC(=O)c1sc(=NC(=O)COc2ccccc2)n(C)c1C	-0.4	-3	11	81	8	-1	42	5	-6	-2
16	Cc1cccc(OCC(O)CN2CCN(CCN3C(=O)c4cccc5cccc(c45)C3=O)CC2)c1C (configuration not stated)	0.3	-3	-6.5	102	1	-7	1	-4	-5	0
17	O=C1CCC(C(=O)OCC(=O)c2c[nH]c3ccccc23)=NN1	-2.0	2	-0.1	112	0	-5	-12	-5	13	-1
18	COC(=O)c1cnc(Nc2ccc(Cl)cc2)c([N+](=O)[O-])c1	0.8	-5	-0.3	x	-1	-3	2	-2	-5	0
19	O=C(Nc1nc(-c2ccccc2)cs1)c1ccc(N2CCOCC2)c([N+](=O)[O-])c1	-0.2	8	-1.3	83	5	2	-9	-2	1	-1
20	COc1cc(CCCN2C(=O)C(=O)NC[C@@H]2CCCCN)cc(OC)c1OC	-0.8	-10	-0.7	97	-5	2	x	3	3	x
21	O=C(N/N=C1\CCCc2ccccc21)c1ccccc1[N+](=O)[O-]	-1.6	-3	2.7	99	2	2	3	-7	-7	2
22	CC(=O)c1ccc(N2CCN(C(=O)C3CCN(S(=O)(=O)c4ccc5c(c4)CC(C)N5C(=O)C4CC4)CC3)CC2)cc1 (configuration not stated)	0.5	-2	-1.4	101	-7	-1	23	-1	2	-7
23	CC(C)Cn1c(Cc2ccccc2)n[nH]c1=S	0.7	0	-0.9	100	x	1	-7	1	3	1
24	CN1C(=O)c2ccc(NC(=O)C3CC3)cc2C1=O	0.6	3	-0.7	102	15	-7	-4	-1	-6	0
25	OC1CCCN(Cc2ccccc2)C1 (configuration not stated)	0.4	2	-1.2	111	4	0	0	-2	0	0
26	CCSC(=O)NC1CCCCC1	x	x	x	101	x	x	10	1	x	-2
27	CC1CCC(C(C)C)C(OCC(O)CN2CCOCC2)C1 (configuration not stated)	-1.6	3	0.0	103	-1	0	-1	5	-1	-1
28	COc1ccc(CC(=O)N2CCN(c3cccc(Cl)c3)CC2)cc1OC	0.5	-2	-0.6	109	x	-5	28	8	-7	1
29	N#Cc1ccccc1Oc1ccccc1C=O	-0.9	-1	-1.2	96	x	3	36	2	2	-1
30	COc1ccc(NC(=O)c2cncc(Br)c2)cc1S(N)(=O)=O	-3.3	-2	-0.8	99	-1	-3	-23	-3	-6	-2
31	COc1ccc(Cl)cc1C(=O)OCC(=O)c1ccc[nH]1	0.8	3	-1.6	107	x	0	35	2	-11	0
32	COc1ccnc(N2CCN(c3cccc(C(F)(F)F)c3)CC2)c1C#N	0.8	2	-2.3	79*	-2	-8	-2	5	-9	-2
33	COc1ccc(NC(=O)c2oc3ccccc3c2NC(=O)c2ccc3c(c2)OCO3)cc1	1.6	-9	-5.3	x	0	2	5	0	6	-2
34	O=[N+]([O-])c1ccc2nc(-c3ccccc3)cc(-c3ccccc3)c2c1	-1.3	0	0.5	102	-4	1	11	2	-3	0
35	C#CCNC(=O)[C@H](Cc1ccc(C(=O)c2ccccc2)cc1)NC(=O)OC(C)(C)C	1.3	-5	-0.4	98	-1	-6	3	-2	-2	x
36	Cn1c(SCC(=O)c2ccccc2)nnc1-c1cccnc1	0.6	2	-2.8	98	-1	0	-11	-5	-6	0
37	Cc1nnsc1SCC(=O)O	2.2	-2	-0.4	99	-3	-2	21	-2	8	-2
38	Cc1cc(C)c(C)c(OCCn2ccnc2)c1	x	0	-0.8	101	-1	0	4	0	-4	1
39	COc1ccc(S(=O)(=O)NCC(=O)N(Cc2ccco2)C(C(=O)NC(C)(C)C)C(C)C)cc1 (configuration not stated)	0.6	-3	-0.4	103	-1	0	2	5	-44	-2
40	Cc1ccc(-c2noc(CCC(=O)Nc3ccccc3N3CCN(C)CC3)n2)cc1	0.4	-4	-0.3	101	-8	-2	3	-2	4	3
41	CCc1nccn1S(=O)(=O)c1ccc(Br)cc1Br	0.8	-2	1.0	x	x	-1	-6	-4	1	x
42	CC(C)c1cc(C(=O)O)n[nH]1	1.6	0	-0.2	104	3	-5	-1	1	1	0
43	CCOC(=O)N1CCN(C(=O)C2CCCN(S(=O)(=O)c3ccc(F)cc3)C2)CC1 (configuration not stated)	-0.7	1	-1.0	103	1	1	29	1	-6	0
44	CC(C)(C)c1ccc(OCC(=O)N2CCN(C=O)CC2)cc1	0.1	1	0.1	x	x	4	-6	10	-9	x
45	Cc1cc(F)ccc1S(=O)(=O)N1CCCOC1CNC(=O)C(=O)NCCc1ccco1 (configuration not stated)	x	0	x	104	x	x	x	-3	x	19
46	COc1ccc(Cl)cc1NC(=O)C(=O)NC1CCCCCC1	0.1	0	-0.7	94	x	-6	6	-1	2	-2
47	Cc1ccc(C)c(-n2ccnc2SCC(N)=O)c1	-0.1	-4	9.9	x	-6	-4	-38	-1	-10	3
48	COc1ccc(S(=O)(=O)N2CCOCC2)cc1NC(=O)CSc1ncnc2ccccc12	0.1	2	-2.6	102	-3	4	45	2	-4	4
49	CC(=O)Nc1ccc(S(=O)(=O)NC2=NCN(c3ccc([N+](=O)[O-])cc3)CN2)cc1	1.1	-4	0.2	113	x	-2	11	7	-10	0
50	COC(=O)C[C@H](NC(=O)Cn1cc(C)c(=O)[nH]c1=O)C(=O)OC	-0.9	-5	-1.8	98	-3	1	-8	0	-12	x
51	NNC(=O)c1ccc(COc2ccccc2)cc1	-0.4	-11	-3.1	83	-2	-6	10	-3	-2	-3
52	N#Cc1ccccc1NC(=O)c1ccc(-c2ccccc2Cl)o1	-1.2	-15	-2.3	104	-4	-3	-5	0	-8	-3
53	O=C1N(Cc2cccnc2)C[C@@H]2C[C@@H](c3ccc(-c4ccccc4)cc3)N3CCC[C@@]123	-1.0	-1	-1.2	185	-2	-10	0	0	-9	0
54	O=C(Nc1ccc(F)cc1)N1CCN2C(=O)c3ccccc3C12c1ccccc1 (configuration not stated)	1.1	-3	0.1	268	-5	-1	7	-6	-1	0
55	O=C(Cn1ncc2c3ccccc3n(Cc3ccccc3)c2c1=O)NC1CCCC1	0.4	-3	0.1	102	x	-3	2	3	-3	x
56	Cc1ccc(C(=O)CCC(=O)Nc2ccccc2C)cc1C	0.4	-7	-0.4	88	21	0	-7	-1	-11	-2
57	COCCNC(=S)N1CCCC(CO)C1 (configuration not stated)	-1.7	-1	-0.2	96	x	1	12	-1	-4	-2
58	Cc1ccc(C)c(N(CC(=O)NC2CCCC2)S(=O)(=O)c2ccccc2)c1	2.4	-2	-0.7	x	-3	3	8	-1	-3	-1
59	Cc1cccc(N2C(=O)CCC2=O)c1	0.4	-1	-0.1	99	4	4	5	1	17	-6
60	CNc1oc(-c2ccccc2)nc1C#N	17	1	0.8	x	-4	4	-14	-5	-3	-2

# Continued:
no.	SMILES	LANA DNA inh	DAGLB inh	CAL PDZ FP-1	Pemphigus Ab inh	CAL PDZ FP-2	Keap1-Nrf2 PPI	Arr AP2 block	V-ATPase pH	RTF Ca sens inh	NSD2 HMT inh
61	O=C(Nc1cccc(Cl)c1N1CCCCC1)c1ccc2c(c1)OCCO2	0.2	-8	-0.4	99	1	-4	18	-1	1	-5
62	Cc1cc(-c2cccc(Br)c2)c(C#N)c(N)n1	-0.1	-4	-0.6	95	x	-1	11	3	7	-1
63	COc1ccc(/C=c2/sc3n(c2=O)C(c2ccccc2OC)C2=C(N=3)c3ccccc3CC2)cc1O (configuration not stated)	-1.4	1	0.8	97	1	-6	5	-4	-4	-1
64	Cn1cc(C(=O)NCc2ccccc2F)cn1	0.6	0	1.0	115	-17	-4	3	-6	-7	-2
65	Cc1cc[n+]2c3c(cccc13)CCC2	-3.1	0	-2.7	105	x	-6	4	-2	-10	6
66	COc1cc(C)c(Br)cc1S(=O)(=O)NCCCN1CCOCC1	1.6	2	x	99	-6	3	3	2	-6	38
67	Cc1cc(C)n2nc(SCC(=O)c3cc(C)n(CC4CCCO4)c3C)nc2n1 (configuration not stated)	-0.9	-1	-2.0	96	-3	-1	2	-1	-7	1
68	COc1ccc(/C=C(/NC(=O)c2ccc([N+](=O)[O-])cc2)C(=O)NC(C)(C)C)cc1	-1.7	-2	0.3	102	-2	-1	0	-1	-3	-4
69	COc1ccc(NC(=O)COC(=O)c2ccc(-n3nc(C)cc3C)cc2)cc1OC	-1.6	-4	-0.4	x	2	-1	1	0	-3	0

# Only part of the results is shown (hit frequency here may not be typical).
